Pol iota inh = blocks human DNA polymerase iota activity. Q9UNA4. Pol iota fluorescent replication assay, 10 min. Potency, µM (highest dose often 115 µM), without a hit: top-dose activity, negative = inhibition, actives largely listed as inhibitors. hit rate 1% among 390,000. AID 588590
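Pol iota at 10 nM preincubated 15 min with compounds at room temperature; reaction started with fluorescent substrate, 50 nM final. Fluorescence read kinetically at 0 and 10 min; buffer-only wells as negative control.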
JMJD2A Tudor = blocks the human JMJD2A Tudor domain; O75164; AlphaScreen JMJD2A-Tudor / H3K4me3 peptide binding; Potency, µM (titrated, usually from 114 µM), without a hit: at the highest dose activity change, negative = inhibition, hits mostly inhibitors; hit rate 4.4% among 390,000; note: % is set by controls: 0 for no effect and ±100 for the full control effect; nearly all actives have a fitted effect of over 50% in size
Pin1 inhibitor = inhibitors of human Pin1; Pin1 FP peptide displacement, HiFluor488, 10 min; hit rate 0.009% among 390,000; Potency, µM (titrated, usually from 115 µM), without a hit: at the highest dose activity, negative = inhibition, usual class: inhibitors; Q13526; active = well fitted inhibition curve with a large enough effect in the polarisation, with a control signal flat, not every such curve was filed as active; inconclusive = small, poorly fitted or top-dose-only effect, or effect the other way, or a change in a side signal; inactive = no such curve, though single readings can be large or run the other way; the % refers to the polarisation; note: % is set by controls: 0 for no effect and ±100 for the full control effect
BLM inh = blocks DNA unwinding by human BLM helicase; recombinant BLM DNA unwinding, fluorescence dequenching; P54132; hit rate 0.2% among 350,000; Potency, µM (top dose mostly 56.1 µM), for the others: at the highest dose activity change, negative = inhibition, most hits filed as inhibitors;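 note: plate controls were vehicle for no effect and no enzyme for full effect; nearly all actives have a fitted effect of over 35% in size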
Target sequence (P54132 whole entry, looked up): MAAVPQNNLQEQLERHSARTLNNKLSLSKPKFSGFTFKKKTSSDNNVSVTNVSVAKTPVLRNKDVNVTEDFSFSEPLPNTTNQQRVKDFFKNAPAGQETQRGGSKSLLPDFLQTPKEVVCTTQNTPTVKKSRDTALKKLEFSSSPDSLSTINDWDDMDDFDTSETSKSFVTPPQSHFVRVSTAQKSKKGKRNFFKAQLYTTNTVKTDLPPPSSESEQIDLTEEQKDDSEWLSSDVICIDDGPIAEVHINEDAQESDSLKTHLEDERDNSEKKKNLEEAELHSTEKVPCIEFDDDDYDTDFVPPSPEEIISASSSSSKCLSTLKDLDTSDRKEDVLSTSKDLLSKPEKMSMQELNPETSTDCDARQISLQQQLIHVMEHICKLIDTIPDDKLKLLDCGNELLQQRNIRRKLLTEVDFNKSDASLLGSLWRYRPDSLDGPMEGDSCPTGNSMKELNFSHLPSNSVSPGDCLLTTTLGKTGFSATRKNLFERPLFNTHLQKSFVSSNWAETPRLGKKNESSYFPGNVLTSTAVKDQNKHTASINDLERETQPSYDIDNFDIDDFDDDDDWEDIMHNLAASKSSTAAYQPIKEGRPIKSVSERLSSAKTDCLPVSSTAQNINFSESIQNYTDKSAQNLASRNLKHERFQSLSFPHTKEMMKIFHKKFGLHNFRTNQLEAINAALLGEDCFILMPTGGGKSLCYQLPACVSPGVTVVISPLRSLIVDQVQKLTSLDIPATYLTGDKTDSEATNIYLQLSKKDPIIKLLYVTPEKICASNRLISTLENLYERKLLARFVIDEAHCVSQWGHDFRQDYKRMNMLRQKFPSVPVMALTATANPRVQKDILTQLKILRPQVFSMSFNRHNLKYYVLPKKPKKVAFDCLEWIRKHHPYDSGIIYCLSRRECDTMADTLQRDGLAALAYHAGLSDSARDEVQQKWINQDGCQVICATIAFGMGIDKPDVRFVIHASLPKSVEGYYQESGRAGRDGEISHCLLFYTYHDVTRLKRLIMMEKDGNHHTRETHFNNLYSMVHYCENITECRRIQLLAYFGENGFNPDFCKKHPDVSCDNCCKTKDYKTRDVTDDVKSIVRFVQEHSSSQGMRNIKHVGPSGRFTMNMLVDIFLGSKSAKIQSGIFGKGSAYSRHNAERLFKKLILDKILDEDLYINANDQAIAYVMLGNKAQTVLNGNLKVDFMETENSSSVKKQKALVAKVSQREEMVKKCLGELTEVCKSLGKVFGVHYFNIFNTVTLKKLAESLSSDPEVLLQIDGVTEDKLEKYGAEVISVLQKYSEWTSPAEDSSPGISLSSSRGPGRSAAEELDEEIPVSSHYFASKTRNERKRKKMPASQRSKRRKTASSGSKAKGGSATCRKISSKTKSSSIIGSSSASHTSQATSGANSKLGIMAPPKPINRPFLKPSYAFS
BAZ2B block = blocks human BAZ2B. AlphaScreen BAZ2B-H3K14Ac peptide displacement. hit rate 4.4% among 360,000. Potency, µM (titrated, usually from 114 µM), for the others: at the top dose activity change, negative = inhibition, hits mostly inhibitors. Q9UIF8; note: % is set by controls: 0 for no effect and ±100 for the full control effect; nearly all actives have a fitted effect of over 60% in size
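BAZ2B 50 nM plus b-H3(5-23)K14Ac 50 nM, PBS pH 7.4/0.01% Tween-20, 30 min RT; compound added (max 110 uM), 30 min RT; streptavidin donor/Ni-chelate acceptor beads 10 ug/mL final, 20 min dark; AlphaScreen read.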
GLS inhibitor = inhibitors of human glutaminase (GLS); hit rate 0.21% among 410,000; GLS enzymatic activity, qHTS titration; Potency, µM (doses to about 45.5 µM), inactives show at the highest dose activity change, negative = inhibition, actives largely listed as inhibitors; O94925; AID 624170; note: % is set by controls: 0 for no effect and ±100 for the full control effect
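Enzyme dispensed in phosphate buffer (45 mM, pH 8.2, 0.02% Tween-20), compounds pinned in, then 1 mM L-glutamine solution and the glutamate oxidase–HRP–Amplex Red mix added; fluorescence read immediately and again after 30 min at room temperature.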
Tb PGK inh = blocks T. brucei phosphoglycerate kinase. P07378. PGK/GAPDH coupled, Kinase-Glo luminescence, 60 min. Potency, µM (highest dose often 57.5 µM), for inactives: at the top dose activity change, negative = inhibition, actives largely listed as inhibitors. hit rate 0.043% among 380,000; note: % is set by controls: 0 for no effect and ±100 for the full control effect; nearly all actives have a fitted effect of over 60% in size
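Recombinant glycosomal PGK reaction used 1,3-bisphosphoglycerate generated in-well by GAPDH (100nM final) in 100mM TEA pH 7.6, 5mM MgCl2, 0.01% Tween-20. After 60 minutes at room temperature, ATP was read by Kinase-Glo Plus luminescence end-point.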
HP1b chromo inh = inhibitors of HP1-beta chromodomain binding to methylated histone tails. AlphaScreen HP1-beta / biotin-H3K9me3 peptide binding. hit rate 0.56% among 390,000. P83916. AID 540317. Potency, µM (highest dose often 114 µM), inactives show at the top dose activity change, negative = inhibition, hits mostly inhibitors; note: nearly all actives have a fitted effect of over 70% in size; inactives centre near 23
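Compound inhibition of the preformed complex between 50 nM HP1-beta and 50 nM biotinylated H3K9me3 peptide was read by AlphaScreen. Buffer was PBS pH 7.4 with 0.01% Tween-20. Incubations ran 30 min at room temperature, with 10 ug/mL donor/acceptor beads.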
G9a block = G9a (human) methyltransferase inhibition | G9a H3K9 monomethylation, AlphaScreen, 2 h | Potency, µM (titrated, usually from 102 µM), for the others: at the highest dose activity, negative = inhibition, hits mostly inhibitors | Q96KQ7 | AID 504332 | hit rate 8.8% among 350,000; note: % is set by controls: 0 for no effect and ±100 for the full control effect; nearly all actives have a fitted effect of over 75% in size
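AlphaScreen read-out: biotin-H3K9 peptide (500 nM) methylation by 20 nM enzyme with 20 uM SAM, 2 h at room temperature after 15 min compound preincubation; anti-monomethyl H3K9 antibody plus donor/acceptor beads, 10 min dark.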
An asterisk follows results filed as active; i = inactive; ? = inconclusive; nt = no result given; [ ] = dose if it differs, or a comment. Unless noted, calls come from the whole dose curve; as a rule, active = well fitted curve in the direction sought with a large enough effect; inconclusive = small, poorly fitted or top-dose-only effect, or another doubt; inactive = no such curve, though single readings can be large; an effect the other way counts as inactive or inconclusive. Potency is the fitted concentration of half-maximal effect.

SMILES | Pol iota inh | JMJD2A Tudor | Pin1 inhibitor | BLM inh | BAZ2B block | GLS inhibitor | Tb PGK inh | HP1b chromo inh | G9a block
CC(C)CN(C(=O)COC(=O)CCSc1ccc(F)cc1)c1c(N)n(Cc2ccccc2)c(=O)[nH]c1=O | -5% | -6% | 21% | nt | 1% | -13% | -7% | 33% | -9%
CC1=NN(C(N)=S)C(=O)C1N=Nc1ccc(Cl)cc1 (stereo not given) | 12% | ? | -1% | -3% | -6% | -9% | -2% | ? | 71µM*
Cn1c(N/N=C/c2c[nH]c3ccccc23)nc2ccccc21 | 27% | 50µM* | 0% | -20% | 32µM* | 9% | 9% | -37% | ?
CCOc1ccc(OC(=O)c2cccc(S(=O)(=O)N3CCN(C)CC3)c2)cc1 | 40%[activator] | -18% | 2% | nt | -2% | -2% | 8% | 12% | 3%[0.501 µM]
CCc1ccc(NC(=O)CCC(=O)N2CCSc3ccccc32)cc1 | 22% | -13% | 12% | -7% | 6% | -7% | -2% | 23% | 17%
CCC1Oc2ccc(C)cc2N(CC(=O)NCc2ccccc2OC)C1=O (stereo not given) | 10% | -3% | 3% | 1% | 21% | -2% | 0% | 39%[activator] | -15%[0.0925 µM]
c1ccc(Nc2nc3ccccc3n3nnnc23)cc1 | 7% | -17% | ? | -2% | 4% | 2% | 1% | 31% | nt
CCCN(CCC)C(=S)Nc1cc(C(=O)OC)ccc1C(=O)OC | 15% | -8% | 0% | -3% | -6% | -5% | -9% | 40%[activator] | 5%
O=C(CSc1nccn1-c1ccc(F)cc1)Nc1cccc2ccccc12 | -6% | 28µM* | 3% | -15% | 7.9µM* | 6% | 5% | ? | 14µM*
CCOC(=O)C1CCN(C(=O)c2ccc(N3CCOCC3)c([N+](=O)[O-])c2)CC1 | 3% | -10% | -2% | nt | -16% | -6% | -3% | 22% | -1%[12.7 µM]
Cc1nc(Oc2ccc(F)cc2Cl)c2oc3ccccc3c2n1 | 32%[activator] | 19% | 6% | 3% | 53%[activator] | -14% | -12% | 53%[activator] | 27%[59 µM]
CN(Cc1ccc(Cl)cc1Cl)C(=O)CNC(=O)c1ccco1 | 51%[activator] | -15% | 0% | -1% | 1% | 1% | -7% | 20% | 74%[activator]
Cn1c(Sc2nc3ccccc3n2C)nc2ccccc21 | 1% | -24% | 3% | -2% | -3% | -9% | -3% | 18% | ?
O=C(N/N=C/c1ccncc1)c1ccc2c(c1)OCO2 | 73%[activator] | -5% | -9% | -2% | -4% | 5% | -1% | 51%[activator] | 2%
COc1cccc(CNC(=O)C2=C(C)C(=O)OC23CCCCCC3)c1 | -12% | -17% | 5% | -5% | -1% | -6% | i | 30% | -5%[59 µM]
Cc1cc(=O)oc2c(O)c(O)ccc12 | -15% | 10µM* | -16% | 7% | nt | ? | -3% | 18% | nt
Cn1cc(/C=C/C(=O)N2CCCC(C(=O)c3ccc(C(F)(F)F)cc3)C2)cn1 (stereo not given) | 59%[activator] | -15% | -1% | -2% | -2% | -3% | 0% | 8% | ?
COc1ccccc1-c1c(C)nn2c(N3CCN(c4ccccc4OC)CC3)cc(C)nc12 | -8% | ? | 2% | -1% | -5% | 15% | -2% | 10% | ?
CC(=O)Nc1ccc(NC(=O)Cn2c(-c3ccc(F)cc3)cnc2SCC(=O)Nc2c(C)cccc2C)cc1 | 5% | -14% | 26% | -2% | 0% | 15% | -2% | 10% | 26%
Cn1nc(C(=O)N2CCN(c3ccccc3F)CC2)c2c1-c1ccccc1SC2 | 9% | 20µM* | 3% | -9% | 13µM* | 7% | i | -20% | 14µM*
Cc1ccc(NC(=O)COC(=O)c2csc3c2CCC(C)C3)cc1S(=O)(=O)N1CCCCC1 (stereo not given) | ? | -28% | 17% | -4% | 0% | 5% | 2% | 16% | ?
CC1CCC2(CC1)NC(=O)N(NC(=O)c1cccs1)C2=O (stereo not given) | 37% | 3% | -1% | nt | -6% | 1% | -5% | 17% | -8%[12.7 µM]
CC(=O)N1c2ccccc2C(C)=CC1(C)C | ? | -7% | -2% | -7% | 2% | -1% | -4% | 30%[activator] | ?
Cc1ccccc1Cc1c(C)nc2nc(SCC(=O)N(C)c3ccccc3)nn2c1C | 19% | -22% | 2% | -4% | -14% | 0% | 9% | 21% | -26%[59 µM]
CC1CCCC(C)N1C(=O)Cn1nnc(-c2ccccc2)n1 (stereo not given) | 1% | -5% | 1% | -3% | 4% | 0% | -5% | 14% | 2%

Some of the entries so far, with two lines to a compound.
Below each SMILES: Pol iota inh | JMJD2A Tudor | Pin1 inhibitor | BLM inh | BAZ2B block | GLS inhibitor | Tb PGK inh | HP1b chromo inh | G9a block
Cc1ccccc1Cc1c(C)nc2nc(SCC(=O)N(C)c3ccccc3)nn2c1C
→ 19% | -22% | 2% | -4% | -14% | 0% | 9% | 21% | -26%[59 µM]
CCCN(CCC)C(=S)Nc1cc(C(=O)OC)ccc1C(=O)OC
→ 15% | -8% | 0% | -3% | -6% | -5% | -9% | 40%[activator] | 5%
CC(=O)N1c2ccccc2C(C)=CC1(C)C
→ ? | -7% | -2% | -7% | 2% | -1% | -4% | 30%[activator] | ?
CCc1ccc(NC(=O)CCC(=O)N2CCSc3ccccc32)cc1
→ 22% | -13% | 12% | -7% | 6% | -7% | -2% | 23% | 17%

Remaining list, next part
SMILES | Pol iota inh | JMJD2A Tudor | Pin1 inhibitor | BLM inh | BAZ2B block | GLS inhibitor | Tb PGK inh | HP1b chromo inh | G9a block
CCn1c2ccccc2c2nnc(SCC(=O)NC3CCS(=O)(=O)C3)nc21 (stereo not given) | 17% | -14% | -5% | 2% | -31% | -2% | 1% | 24% | 40µM*
CCn1c(SCc2ccc(C#N)cc2)nnc1-c1cccc(Cl)c1 | -25% | -5% | 4% | 2% | 13% | 0% | i | 15% | 9%[59 µM]
COC(=O)CSc1nnc(CNc2ccc(Cl)cc2)n1-c1ccccc1 | -19% | -24% | -1% | -1% | -6% | 6% | -2% | 18% | ?
C=CCC[C@@H](Cc1ccc(F)cc1)C(=O)OC[C@@H](Cc1c[nH]c2ccccc12)NC(=O)[C@H](CC=C)CC(=O)N[C@H](CO)Cc1ccccc1 | -1% | -15% | -1% | nt | nt | 3% | 0% | 20% | nt
COc1cc(NS(=O)(=O)c2cc(C(=O)N3CCN(C(C)=O)CC3)ccc2OC)cc(OC)c1 | -6% | -3% | 2% | 0% | nt | -2% | -9% | 34% | 9%
CC(=O)O[C@H]1[C@H](O)[C@H](Oc2c(O)c(C)c3c4c2[C@@H](C)CC[C@@H]4[C@@H](C)C[C@H]3C=C(C)C)O[C@@H](C)[C@H]1O | -17% | 32µM* | ? | nt | nt | -3% | 1% | -21% | nt
CCC(C)(C)NC(=O)CN(C(=O)CCC(=O)Nc1nccs1)c1ccc2c(c1)OCO2 | -5% | ? | -1% | -1% | -2% | 11% | -4% | -24% | 23%[59 µM]
CC(=O)NCCN=C(C)c1sc2ccccc2c1O | 8% | -23% | 0% | 2% | -6% | 15% | -4% | -5% | 18µM*
Cc1cccc(-c2nnc(N)s2)c1 | 14% | -9% | 1% | -8% | -4% | 16% | 5% | 20% | 12%[59 µM]
CCN(CC)c1ccc(NC(=O)COc2ccc(-n3cnnn3)cc2)cc1 | 14% | 50µM* | 4% | nt | nt | 25% | 5% | ? | nt
COc1ccccc1NC(=O)c1ccc(S(=O)(=O)N(C)C)cc1 | 11% | -11% | 1% | -2% | -6% | 1% | -3% | 36% | -29%
CC1CCCN(CCCNC(=O)c2cc3c(s2)-c2ccccc2OC3)C1 (stereo not given) | 7% | 4% | 6% | -3% | 5% | -7% | 5% | 45%[activator] | -11%
COc1ccc(C(=O)/C(C#N)=N/Nc2ccccc2[N+](=O)[O-])cc1 | -6% | -23% | -14% | -2% | -29% | -5% | i | 11% | ?
COc1ccc(-n2nc3c(c2NC(=O)COc2cccc(OC)c2)CS(=O)(=O)C3)cc1 | ? | ? | -1% | -8% | ? | -5% | 0% | -19% | 18µM*
Cc1cccc(-c2noc(C3CCCCC3)n2)c1 | 7% | 57%[activator] | 1% | 0% | 54%[activator] | -1% | -5% | 137%[activator] | 103%[activator][59 µM]
COc1ccc(C)cc1NC(=O)CCN1CCN(c2ccccc2)CC1 | 17% | -18% | 3% | -4% | -11% | 3% | 5% | -7% | -8%
Cc1csc2nc(CNC(=O)C3CCCCC3)cn12 | -22% | -17% | 2% | -1% | 9% | -9% | 1% | 24% | -42%
c1csc(C2CCCN2c2nc3nonc3nc2NC2CC2)n1 (stereo not given) | 75%[activator] | 1% | 11% | -5% | -34% | 3% | 2% | 34% | -4%
COc1ccc(OC)c(NC(=O)c2ccc(N3C(=O)C4CC=C(C)CC4C3=O)cc2)c1 (stereo not given) | -25% | ? | -4% | -6% | ? | -4% | -3% | -1% | -12%
Cc1cc(C)cc(NC(=O)c2cc(S(=O)(=O)N3CCCC3)ccc2F)c1 | 1% | 0% | -2% | -5% | 4% | 2% | i | 25% | 9%[59 µM]
O=C(OCCN1CCOCC1)c1ccc(OCCN2CCOCC2)cc1 | -4% | ? | 4% | 2% | -37% | 2% | 1% | 16% | 50µM*
Cc1ccc(-c2cc(C(=O)N/N=C\c3cnn(C)c3C)c3ccccc3n2)cc1C | 5% | 8%[11.4 µM] | 0% | -12% | -25% | -3% | -2% | -16% | 12%[12.7 µM]
COc1cc(C2CC(=O)c3c([nH]c(C(=O)OCc4ccc(C)cc4)c3C)C2)cc(OC)c1OC (stereo not given) | -14% | -32% | 8% | 0% | -10% | 1% | -5% | -8% | -5%[59 µM]
COc1ccc(-n2cc(C(=O)N(CCN(C)C)Cc3ccccc3)c3ccccc3c2=O)cc1 | 23% | ? | 16% | -8% | -33% | -12% | -2% | 29% | -41%[59 µM]
O=C(Nc1c2c(nn1-c1ccc(F)cc1)CSC2)c1ccc(S(=O)(=O)N2CCOCC2)cc1 | -9%[58.9 µM] | -9% | 14% | -8% | 5% | 21% | 5% | 2% | ?
Cc1cccnc1NC(=O)Cn1nc(C)c([N+](=O)[O-])c1C | 13% | 5% | -3% | -2% | 8% | 3% | -5% | 40%[activator] | 5%[59 µM]

From PubChem BioAssay

Not all compounds are listed (hit frequency here may not be typical).
